TDP43 rescue: TDP-43 toxicity inhibition in yeast. TDP-43 expressing yeast growth rescue, BacTiter-Glo, 24 h. Potency, µM (top dose mostly 46.1 µM), for the others: at the highest dose growth rescue (activation), actives largely listed as activators. hit rate 1.8% among 410,000. AID 652104; further: % of control where 0% means no effect; nearly all actives have a fitted effect of over 50% in size
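Growth rescue of TDP-43-toxic yeast measured as ATP luminescence (BacTiter-Glo). Cells grown to mid-log in raffinose, induced in galactose at OD600=0.02, exposed to compound 24 hr at 30 deg C.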
aSyn rescue: rescues yeast growth from alpha-synuclein toxicity | hit rate 0.14% among 370,000 | Potency, µM (top dose mostly 46.1 µM), for the others: at the top dose growth rescue (activation), most hits filed as activators | Yeast expressing alpha-synuclein, growth rescue, BacTiter-Glo, 24 h; further: % of control where 0% means no effect; nearly all actives have a fitted effect of over 65% in size
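Screening used galactose-induced yeast with toxic alpha-synuclein levels, exposed to compound for 24 hr at 30 deg C. Cell growth, read with BacTiter-Glo luminescence, gave the measured signal.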
EPAC1 ag: agonists of human EPAC1 | O95398 | EPAC1 agonist qHTS, biochemical assay; response scale: 100% = response to 6.5 mM cAMP | Potency, µM (doses to about 154 µM), for the others: top-dose activation, usual class: activators | hit rate 0.073% among 360,000 | AID 720707; further: nearly all actives have a fitted effect of over 60% in size
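EPAC1 100 nM, Rap1B–BODIPY-GDP 250 nM, unlabeled GDP 50 uM; compound titration; 5 min RT; kinetic read ex480/em540 at 5-min intervals ×30 min; data normalized to 6.5 mM cAMP agonist control.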
FUS yeast rescue: rescues growth of FUS-expressing yeast | S. cerevisiae FUS-expressing, growth rescue, OD600, 24 h | Potency, µM (titrated, usually from 76.6 µM), without a hit: at the top dose growth rescue (activation), actives largely listed as activators | hit rate 0.24% among 390,000 | AID 1347120;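 further: plate controls were DMSO vehicle for no effect and reference control for full effect; nearly all actives have a fitted effect of over 55% in size; some results filed as inactive show a strong effect at the top dose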
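Read-out: OD at 600 nm after 24hr at 30C, reporting rescue of FUS-induced yeast toxicity. Cells at OD 0.005 in galactose (2%) minimal medium; compounds tested in a dilution series; CP55940 titration from 92uM final as control.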
EPAC2 antag: antagonists of human EPAC2; EPAC2 GEF exchange of Rap1B-BODIPY-GDP, fluorescence; Potency, µM (highest dose often 114 µM), inactives show top-dose activity, negative = inhibition, usual class: inhibitors; hit rate 0.18% among 360,000; AID 720708; further: on the % scale 0 is the no-effect control and ±100 the full control effect; nearly all actives have a fitted effect of over 45% in size; many of its hits are not listed in these tables
EPAC2 agonist: agonists of human EPAC2 (RAPGEF4). EPAC2 activation, biochemical qHTS; response scale: 100% = 6.5 mM cAMP response. Potency, µM (titrated, usually from 154 µM), without a hit: at the top dose activation, hits mostly activators. hit rate 0.079% among 360,000. AID 720711; further: nearly all actives have a fitted effect of over 50% in size
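Guanine nucleotide exchange by EPAC2 is measured as reduced fluorescence of BODIPY-GDP once it is released from 250 nM Rap1B. Plates are read kinetically for 30 min at room temperature; results are scaled to 6.5 mM cAMP.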
PTHR1 agonist: activates the human parathyroid hormone receptor PTHR1; HEK293 GP2 PTHR1 cells, GloSensor cAMP luminescence, 1 h; hit rate 0.075% among 410,000; Q03431; Potency, µM (highest dose often 115 µM), for the others: at the top dose activation, actives largely listed as activators; further: nearly all actives have a fitted effect of over 55% in size; some results filed as inactive show a strong effect at the top dose; inactives centre near -15; many of its hits are not listed in these tables
Target sequence (Q03431 whole entry, looked up): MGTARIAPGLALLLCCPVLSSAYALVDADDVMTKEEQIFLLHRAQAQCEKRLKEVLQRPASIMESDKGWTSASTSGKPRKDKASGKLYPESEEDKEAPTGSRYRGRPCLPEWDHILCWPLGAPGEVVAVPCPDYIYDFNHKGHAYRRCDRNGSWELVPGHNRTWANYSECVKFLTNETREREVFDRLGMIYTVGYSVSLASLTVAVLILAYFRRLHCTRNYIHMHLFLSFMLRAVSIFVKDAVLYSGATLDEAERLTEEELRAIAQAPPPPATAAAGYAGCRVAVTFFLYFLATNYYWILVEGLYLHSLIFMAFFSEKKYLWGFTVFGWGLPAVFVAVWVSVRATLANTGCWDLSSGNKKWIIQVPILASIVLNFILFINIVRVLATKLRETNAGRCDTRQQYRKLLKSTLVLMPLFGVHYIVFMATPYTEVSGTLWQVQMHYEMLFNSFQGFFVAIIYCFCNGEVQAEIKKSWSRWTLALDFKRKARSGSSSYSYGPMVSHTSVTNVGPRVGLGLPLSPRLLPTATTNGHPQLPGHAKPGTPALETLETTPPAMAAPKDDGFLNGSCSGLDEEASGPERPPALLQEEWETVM
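HEK-293-derived GP2 cells expressing PTHR1 and a GloSensor cAMP reporter, 3,000/well, plated overnight, given luciferin plus IBMX (each 0.5 mM as added) for 1 h at 37 °C, then compound for 1 h at 37 °C. Luminescence was read after 15 min at room temperature.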
EPAC1 antagonist: blocks human EPAC1 exchange factor. EPAC1 GEF assay, Rap1b-BODIPY-GDP exchange fluorescence. Potency, µM (series often up to 115 µM), without a hit: at the top dose activity change, negative = inhibition, actives largely listed as inhibitors. hit rate 0.14% among 360,000. AID 720709;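 further: plate controls were vehicle for no effect and positive control for full effect; nearly all actives have a fitted effect of over 50% in size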
The depositor's hits bear a star; i = inactive; ? = inconclusive; / = not tested or not shown; & = joins results of further samples; [ ] = remark or other dose. The call rests on the fitted dose curve; in most records, active means well fitted curve in the direction sought with a large enough effect; inconclusive means small, poorly fitted or top-dose-only effect, or another doubt; inactive means no such curve, though single readings can be large; an effect the other way counts as inactive or inconclusive. Potency means the concentration at half of the fitted maximal effect.

SMILES	TDP43 rescue	aSyn rescue	EPAC1 ag	FUS yeast rescue	EPAC2 antag	EPAC2 agonist	PTHR1 agonist	EPAC1 antagonist
COc1cc(/C=C/C(=O)OCC(=O)Nc2ccc3c(c2)OCCO3)ccc1O	-0.6%	-5.1%	9.3%	50.1%	-6.6%	15.1%	i	-23.7%
c1cncc(-c2noc(-c3ccc4ccccc4c3)n2)c1	23.7%	4.0%	-5.8%	-20.1%	12.3%	7.1%	-10.3%	15.4%
CN1CCN(CCCNC(=O)c2ccc(CSCc3cccc(Cl)c3)o2)CC1	-3.7%	4.0%	-2.2%	0.6%	-0.4%	9.1%	i	1.3%
CC(C)n1cnc2cc(NCc3ccccn3)ccc21	-18.0%	-5.2%	-2.2%	14.5%	8.5%	-0.8%	-3.2%[57.5 µM]	23.0%
CC1CCCN(CC(O)COCc2ccccc2)C1 (configuration not stated)	5.8%	-0.1%	13.9%	-26.3%	0.0%	4.7%	-24.5%	-10.9%
Cc1ccc(C(=O)CSc2nc(-c3ccccc3)nc3c2CCCC3)cc1	12.2%	0.6%	/	-7.4%	/	/	i	/
c1ccc2[nH]c(CCCCCc3nc4ccccc4[nH]3)nc2c1	14.7%	-17.5%	13.5%	-21.4%	-7.3%	3.6%	-1.5%	-4.8%
CCc1ccccc1NC(=O)CSc1n[nH]c(C)c1[N+](=O)[O-]	-13.3%	-0.8%	-4.1%	/	-1.8%	-8.3%	-42.2%[inhibitor]	17.5%
O=C(CSc1nn(-c2ccccc2)c(=S)s1)NC(=O)NCc1ccco1	-15.4%	-2.5%	-0.5%	31.7%	-2.4%	3.3%	-4.7%[57.5 µM]	2.7%
CC(NC(=O)c1ccc(Br)s1)C1CCCO1 (configuration not stated)	-13.0%	-1.6%	3.9%	12.5%	2.2%	-0.8%	-10.5%[57.5 µM]	-29.7%
CC1CNC(=S)N(c2ccccc2)C1=O (configuration not stated)	0.0%	3.7%	6.9%	/	-0.1%	-2.6%	i	0.0%
Cc1ccc(/C=C2\SC(=S)N(c3cccnc3)C2=O)cc1	20.2%	5.5%	-5.6%	-29.2%	3.5%	10.9%	i	-3.9%
CCCc1cc(=O)[nH]c(SCC(=O)Nc2cc(C)on2)n1	/	0.7%	3.0%	3.0%	8.5%	-1.7%	i	12.4%
Cc1ccc2c(c1)N(CCCC(=O)Nc1cccc(C(F)(F)F)c1)C(=O)CO2	-9.4%&7.0%	-19.7%	-22.2%	10.1%&8.8%	-10.2%	-9.0%	-2.7%	-28.7%
COc1ccccc1-c1noc2c1C(=O)N(Cc1cn(C3CCCC3)nn1)CC2	17.0%	-5.9%	-4.4%	-6.9%	1.5%	10.8%	-16.6%	3.5%
CNC(=O)C1CCN(C(=O)c2ccc(-c3ccccc3)cc2)CC1	2.7%	-0.7%	5.9%	3.5%	-3.1%	-12.4%	i	6.3%
CC(=O)c1cccc(NC(=O)C2CCCN2S(=O)(=O)c2cccs2)c1 (configuration not stated)	19.2%	1.3%	1.5%	-31.1%	6.3%	5.9%	i	2.7%
Cc1ccc(NC(=O)c2cccc(OCc3c(C)noc3C)c2)c(C)c1	?	1.5%	5.8%	16.0%	-5.7%	9.7%	-44.5%[inhibitor][57.5 µM]	-24.4%
CC(C)CCNC(=O)CN(Cc1ccc2c(c1)OCO2)C(=O)CCC(=O)Nc1ccccn1	3.2%	-4.2%	-9.3%	-8.6%	-2.0%	-1.1%	21.1%[57.5 µM]	-13.5%
Cn1cc(CN2CCc3ccccc3C2)c2ccccc21	-19.3%	2.7%	-1.8%	-7.9%	1.6%	-4.3%	i	-1.6%
CCCN1CCC(N(CCc2ccccc2)Cc2ccccc2)CC1	10.2%	1.5%	2.1%	-26.1%	6.6%	5.2%	i	-22.5%
O=C1CCC/C(=N/NC(=O)c2cc(NS(=O)(=O)c3cccs3)cc(NS(=O)(=O)c3cccs3)c2)C1	-15.2%	0.1%	1.5%	?	1.4%	9.1%	?	-21.7%
CCOC(=O)N1CCN(C(=O)c2ccc(CS(=O)c3cccc(C)c3)o2)CC1 (configuration not stated)	11.8%	-6.8%	13.5%	-13.4%	8.9%	7.2%	i	17.9%
COc1ccccc1NC(=O)c1cccc(S(=O)(=O)N2CCN(c3ccccc3)CC2)c1	21.9%	6.0%	3.3%	33.6%	-16.8%	12.3%	-7.5%	-28.8%

Full records, looked up by structure.
CC1CNC(=S)N(c2ccccc2)C1=O (configuration not stated) across the screens: TDP43 rescue = 0.0%; aSyn rescue = 3.7%; EPAC1 ag = 6.9%; FUS yeast rescue = /; EPAC2 antag = -0.1%; EPAC2 agonist = -2.6%; PTHR1 agonist = i; EPAC1 antagonist = 0.0%
O=C1CCC/C(=N/NC(=O)c2cc(NS(=O)(=O)c3cccs3)cc(NS(=O)(=O)c3cccs3)c2)C1 across the screens: TDP43 rescue = -15.2%; aSyn rescue = 0.1%; EPAC1 ag = 1.5%; FUS yeast rescue = ?; EPAC2 antag = 1.4%; EPAC2 agonist = 9.1%; PTHR1 agonist = ?; EPAC1 antagonist = -21.7%

The list continues:
SMILES	TDP43 rescue	aSyn rescue	EPAC1 ag	FUS yeast rescue	EPAC2 antag	EPAC2 agonist	PTHR1 agonist	EPAC1 antagonist
CCCCOc1ccc(-c2nnn(CCC(=O)N3CCOCC3)n2)cc1	8.2%	11.6%	-1.7%	16.3%	-2.9%	-0.6%	i	-0.9%
CC(C)(C)OC(=O)Cn1c(=O)cnc2ccccc21	-5.1%	-3.5%	0.3%	-21.1%	11.1%	-82.0%[inhibitor][15.6 µM]	i	8.5%
COc1ccccc1OC[C@H](O)CO	10.5%	-0.1%	-8.7%	-34.7%	-10.6%	4.6%	i	-26.5%
COc1ccc(-c2cc(C(F)F)n3ncc(C(=O)NCCCN4CCCC4=O)c3n2)cc1	0.0%	-0.6%	4.3%	-7.9%	3.6%	6.2%	-35.9%[inhibitor]	-0.7%
COc1cccc(CN2CCCCC2C(=O)O)c1 (configuration not stated)	7.0%	0.7%	2.6%	0.0%	2.9%	-7.0%	0.3%	-9.8%
CCCn1nc(C(=O)Nc2ccc(-n3cnnn3)cc2)c2ccccc2c1=O	-14.2%	-1.9%	6.5%	6.8%	-6.7%	4.8%	i	-5.6%
CCOC(=O)c1sc(S(C)(=O)=O)c2c1CCc1conc1-2	9.7%	3.6%	5.8%	-16.8%	-4.8%	3.8%	i	1.4%
Nc1cccc(Oc2ccc3c(c2)C(=O)N(CC2CCCO2)C3=O)c1 (configuration not stated)	8.4%	19.0%	-6.0%	15.0%	-5.1%	10.5%	i	-13.5%
Nc1c(O)cccc1C(=O)O	-0.2%	-20.6%	-14.7%	-27.2%	-0.4%	7.4%	2.2%	-7.1%
C/C(=N\NC(=O)c1ccccc1O)C1CC1	1.3%	2.4%	1.9%	27.0%	2.2%	7.1%	-12.5%	-21.0%
COc1ccccc1N(CC(=O)NCCc1ccccc1)S(C)(=O)=O	-7.5%	0.0%	0.0%	15.9%	3.2%	8.2%	-1.1%[57.5 µM]	7.9%
COc1ccccc1CC(=O)Nc1cc(C)on1	18.7%	-6.9%	-3.0%	-16.1%	6.6%	0.3%	i	1.8%
COc1ccc2nc(/N=C(\N)NC(=O)C(C)(C)C)nc(C)c2c1	4.0%	-0.7%	4.8%	8.3%	-2.1%	2.3%	-3.3%[57.5 µM]	0.1%
Cc1ccc(C(NC(=O)C2CCCCC2)c2c(O)ccc3ccccc23)cc1 (configuration not stated)	0.2%	5.2%	-0.8%	12.5%	4.9%	1.5%	-19.4%	2.1%
Cc1ccc(C)c(N2CCN(CC3CCCCC3)CC2)c1	-6.9%	2.3%	-4.0%	-4.4%	2.9%	-1.1%	-35.2%[inhibitor]	-6.7%
O=C(CSc1nc(-c2ccccc2)c(-c2ccccc2)o1)N1CCCCC1	0.0%	-19.5%	-3.9%	?	5.7%	6.5%	-31.2%[inhibitor]	7.1%
COc1ccc(-n2c(=S)[nH]c3cc(C(=O)NCCCN4CCOCC4)ccc3c2=O)c(OC)c1	9.3%	3.4%	11.7%	9.7%	8.4%	5.3%	i	5.6%
CCc1ccc(Cn2ncc3c(C(=O)O)cc(C)nc32)cc1	9.8%	13.3%	-13.5%	6.2%	-13.9%	-5.6%	-10.7%	-6.8%
CNS(=O)(=O)c1cccc(C(=O)NCC2(N3CCCCC3)CCCCC2)c1	-10.5%	-9.4%	6.1%	2.8%	2.5%	10.5%	i	-2.0%
CC(=O)Nc1nc(C)cs1	/	-1.4%	2.2%	17.3%	4.4%	3.6%	i	-4.2%
COc1cccc(/C=C/C(=O)OCC(=O)NCC2CCCCC2)c1OC	16.5%	1.3%	-14.8%	-22.3%	6.0%	-6.5%	-21.5%	4.0%
Cc1ccc2c(c1C)NC(C(=O)O)C1CC=CC21 (configuration not stated)	3.4%	-9.7%	9.6%	?	-2.1%	-1.0%	-3.7%[57.5 µM]	?
O=C(c1cccc(S(=O)(=O)N2CCCC2)c1)N1CCCC(C(F)(F)F)C1 (configuration not stated)	28.8%	-0.3%	-0.2%	-1.0%	14.7%	1.4%	i	15.7%
CC(C)OC(=O)c1ccc(NC(=O)c2ccco2)cc1	-3.2%	-9.5%	1.2%	8.0%	0.3%	-1.8%	i	-11.5%
COc1ccccc1NC(=O)C(C)N1C(=O)C2CCCCC2C1=O (configuration not stated)	6.0%	0.1%	-3.1%	-13.3%	0.8%	5.4%	-35.7%[inhibitor]	-16.0%
c1ccc(-c2noc(CN3CCN(C(c4ccccc4)c4ccccc4)CC3)n2)cc1	-26.0%	-27.4%	3.7%	8.4%	11.9%	10.9%	i	3.5%
CC(=O)N1CCN=C1SCc1ccccc1F	20.8%	-9.5%	8.4%	-21.6%	8.5%	11.9%	i	6.0%
COc1ccccc1OCC(=O)Nc1ccc(N2CCOCC2)cc1N1CCOCC1	11.6%	6.0%	2.4%	/	-0.1%	-5.1%	i	4.5%
Cc1cc(-c2ccc(C)c(S(=O)(=O)NCCN3CCC(C)CC3)c2)on1	-10.1%	-3.3%	-2.9%	-1.1%	0.6%	-3.8%	-2.2%	8.4%
Cc1ccc(N/N=C2\CCS(=O)(=O)c3sccc32)cc1	-9.0%	-2.1%	-1.7%	-14.7%	-2.2%	13.8%	-14.5%	7.3%
CCCCNC(=O)CSc1nc(COc2ccccc2)nc2ccccc12	4.6%	23.9%	-9.7%	8.7%	-8.9%	-8.8%	-11.6%	-27.1%
COc1ccc(Nc2cc(C(=O)NCCCN3CCOCC3)c3ccccc3n2)cc1	17.9%	-8.5%	-4.9%	-11.2%	-3.2%	12.3%	i	-13.9%

Screening data from PubChem.

Not all compounds are listed. The share of hits here may be higher or lower than overall.
